# Mot1-301 SUMO – SUMOylation pathway inhibition by Mot1-301 growth rescue. S. cerevisiae Mot1-301 growth rescue, ATP luminescence, 38.5C; percent above DMSO median, 100 means doubled. growth rescue, % at 18.8 µM. 320,000 compounds, 1% hits. AID 2716;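 active = every valid replicate shows activation above 250% relative to neutral control wells; inactive = the rest, any valid replicate at or below 250%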;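 also: OY570 slx delta 5 strain wells were the positive control but not used for scaling; some compounds called inactive have numbers as strong as hits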
# PKA-R1A act – activators of PKA-R1A complex; activation, % at 11.4 µM; AID 504707; PKA-R1A dissociation, Cy5-IP20 fluorescence polarization; scaled: DMSO 0%, 113 µM cGMP 100%; 340,000 compounds, 0.083% hits; P00514+P68181;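 active = percent activation above the mean of all tested compounds plus 3 SD, cut at about 19% in these data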;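 also: higher means more PKAc released from R1A so a rise in polarization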
# E coli growth – reduces bacterial viability in AddAB counter-screen | E. coli V3065 growth, OD600 absorbance, 18 h | inhibition, % at 11.9 µM | AID 449728 | 330,000 compounds, 0.27% hits;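 active = inhibition above the campaign's mean inhibition across all tested compounds plus 3 SD, cut at about 9.9% in these data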;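 also: uninfected addAB+ strain grown without phage in ampicillin broth; 0% = DMSO wells and 100% = ciprofloxacin 0.95 µg/ml wells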
# PfHsp90 yeast 2 – growth inhibition of yeast expressing Plasmodium Hsp90; 310,000 compounds, 0.32% hits; S. cerevisiae expressing PfHsp90, BacTiter-Glo ATP, 48 h; yeast lacking PDR1 and PDR3 efflux regulators; inhibition, % at 9.4 µM;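 active = every replicate shows inhibition above about 80%, whatever the replicate mean, limit read from the data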;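 also: 0% = DMSO neutral controls and 100% = 20 µM radicicol positive controls; yeast relying on Plasmodium falciparum Hsp90 in place of its own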
# MOR-DOR ag – agonists of human mu-delta opioid receptor heterodimerization; 340,000 compounds, 0.3% hits; cells, OPRM1-OPRD1 heterodimerization, luminescence; P35372+P41143; AID 504326; activation, % at 9.3 µM; in the data active = activation above about 18%;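 also: 0% = vehicle-treated cells and 100% = reference agonist; values of inactives mirror those of a sister screen read the other way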
# AddAB inh – less growth of phage-infected E. coli with AddAB; inhibition, % at 11.9 µM; 330,000 compounds, 0.29% hits; E. coli expressing H. pylori AddAB, absorbance growth; AID 435030; in the data active = inhibition above about 12%;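 also: 0% = vehicle wells of infected cells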
# Tat export inh – blocks Tat-dependent protein export in E. coli; E. coli MC4100 TorA-mCherry Tat export, fluorescence; inhibition, % at 10 µM; 340,000 compounds, 0.036% hits;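 active = mean replicate inhibition at least 50% and at least half of replicates individually reaching 50%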;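 also: exported cargo escapes ClpAP degradation while cytoplasmic cargo is degraded and loses fluorescence; 0% = median of neutral control wells and 100% = median of NaSCN control wells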
# MOR-DOR inv ag – inverse agonists of human mu-delta opioid receptor heterodimerization; 340,000 compounds, 0.21% hits; P35372+P41143; AID 504357; inhibition, % at 9.3 µM; cell-based MOR-DOR heterodimer luminescence, inverse agonism; in the data active = inhibition above about 22%, passing the limit was not always enough;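 also: 0% = cells with DMSO and 100% = wells without cells with DMSO; values of inactives mirror those of a sister screen read the other way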
# HTR5A inv ag – inverse agonist of human HTR5A in OPRM1-OPRD1 counter-screen; AID 504634; 340,000 compounds, 0.083% hits; HTR5A cell line, luminescence, inverse agonism; inhibition, % at 9.3 µM; in the data active = inhibition mostly above about 23%, no sharp cut-off; inactive = mostly below about 18%;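 also: 0% = cells with DMSO and 100% = no-cell wells with DMSO; some compounds called inactive have numbers as strong as hits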
# Target sequence (P47898 whole entry, looked up): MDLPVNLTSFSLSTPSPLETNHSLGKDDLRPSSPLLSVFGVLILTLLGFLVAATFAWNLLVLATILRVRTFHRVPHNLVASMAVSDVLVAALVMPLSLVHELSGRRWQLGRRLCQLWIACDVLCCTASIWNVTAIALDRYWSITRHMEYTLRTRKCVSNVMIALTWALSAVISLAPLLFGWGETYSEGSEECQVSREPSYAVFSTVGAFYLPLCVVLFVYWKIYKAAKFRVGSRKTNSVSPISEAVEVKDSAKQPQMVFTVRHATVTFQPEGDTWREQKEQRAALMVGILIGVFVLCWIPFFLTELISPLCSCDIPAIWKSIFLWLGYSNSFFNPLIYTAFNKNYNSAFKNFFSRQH
# phage Ecoli inh – E. coli growth loss with phage present; growth absorbance; inhibition, % at 11.9 µM; 360,000 compounds, 0.26% hits; in the data active = inhibition above about 11%
# PKA-R2B act – activates the human PKA-R2B holoenzyme complex. P22694+P31323. PKA-R2B holoenzyme dissociation, Cy5-IP20 fluorescence polarization; R2B truncated from residue 108, S112A mutant; 0% DMSO only, 100% 113 µM cGMP. activation, % at 11.4 µM. 340,000 compounds, 0.079% hits;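 active = activation above a cutoff set at the mean over all compounds plus 3 SD, cut at about 18% in these data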;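 also: higher means more holoenzyme dissociation and a rise in polarization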
# Target sequence (P31323 whole entry, looked up, other chains not shown, the tested form may be a part): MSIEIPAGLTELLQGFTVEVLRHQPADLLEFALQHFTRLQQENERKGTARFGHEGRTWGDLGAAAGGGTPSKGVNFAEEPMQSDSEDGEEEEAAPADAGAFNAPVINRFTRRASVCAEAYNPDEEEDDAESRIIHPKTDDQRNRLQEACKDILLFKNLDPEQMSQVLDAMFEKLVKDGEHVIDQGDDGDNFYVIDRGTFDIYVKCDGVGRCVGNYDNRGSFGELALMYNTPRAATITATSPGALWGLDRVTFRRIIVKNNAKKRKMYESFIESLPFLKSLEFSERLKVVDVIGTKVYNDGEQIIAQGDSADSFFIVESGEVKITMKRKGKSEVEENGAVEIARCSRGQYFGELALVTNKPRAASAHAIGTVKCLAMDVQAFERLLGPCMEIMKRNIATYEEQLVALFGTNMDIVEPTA
# An asterisk follows results filed as active; . = not tested or not shown.
# Fields – Mot1-301 SUMO, PKA-R1A act, E coli growth, PfHsp90 yeast 2, MOR-DOR ag, AddAB inh, Tat export inh, MOR-DOR inv ag, HTR5A inv ag, phage Ecoli inh, PKA-R2B act
C/C(=N\Nc1ncc(Cl)cc1Cl)c1ccc(OC(F)F)cc1
 : 3, 4, -1.6, 6, 2.5, 1.1, 0, -12, -4, -0.6, -4
CC(C)(C)c1ccc(Cn2nnc3c(=O)[nH]c(C4CCN(C(=O)c5ccco5)CC4)nc32)cc1
 : ., 1, ., -18, -0.5, ., 15, 3, -10, 1.3, -16
CCc1nc(N2CCOCC2)c(C#N)c2c1CCCC2
 : -12, -2, -0.3, -7, 3.2, 0.8, 6, -19, -7, 3.6, -1
Cc1onc(-c2ccccc2)c1C(=O)Nc1ccnn1C1CCCCC1
 : 138, -4, -1.5, -2, -2.3, 2.1, 7, 12, -16, -0.6, 3
O=C1CCN(Cc2ccc(Cl)cc2)N1
 : 10, 2, 0.3, -33, -1.9, -2.1, -3, 9, -6, 2.1, 8
Cc1ccc(-c2nc(Nc3ccc(O)cc3)c3ccccc3n2)cc1
 : 306, -13, -0.3, -11, 3.4, -0.5, 7, -15, -33, -0.7, -18
O=C(NCc1cccnc1)c1csc2c1CCCC2
 : -6, -6, -0.9, 1, -3.0, 0.3, 0, 18, 0, 2.8, -6
CC(=O)c1c(C)nc(-c2ccccc2)nc1NC(=O)Cc1ccccc1
 : 10, -6, 1.6, 9, -2.3, 1.2, -2, 11, 33, -1.7, -6
CN=Cc1cc(-c2ccccc2)sc1O
 : -6, 2, 1.6, 0, -2.3, 2.0, -12, 13, 9, 1.3, 0
CN1CCC(OC(=O)COc2ccc(F)cc2)CC1
 : -9, 7, 0.5, -20, 0.7, 0.1, -12, -3, 1, 1.3, 4
Cc1onc(-c2ccccc2)c1C(=O)NCc1ccc(Cl)cc1
 : -23, 11, ., -10, 0.4, ., 7, -2, -11, -2.6, -1
Cc1ccc(-c2csc(NC(=O)C3CCN(S(=O)(=O)c4cccs4)CC3)n2)cc1
 : 1, -15, -1.9, -12, 0.6, 0.1, -4, -3, -8, 4.3, 12
CCOC(=O)C1CCCN(Cc2ccc(-c3ccccc3)cc2)C1 (stereo not given)
 : 4, 6, -1.9, -2, 4.3, 2.9, 19, -21, -8, 0.2, -3
CCN1C(=NCc2cc(OC)c(OC)c(OC)c2)N[C@@H](c2ccccc2)C(C(=O)OC)=C1C
 : -18, -12, 1.1, -9, -2.7, 1.8, 4, 12, 10, ., -5
O=C(NCc1ccco1)C1CC(c2ccc(C(F)(F)F)cc2)=NO1 (stereo not given)
 : 6, -6, 0.5, ., -2.1, 1.1, -10, 12, -27, 2.5, 5
CCOc1ccc(C(=O)OC(C)CN2CCN(C)CC2)cc1 (stereo not given)
 : -6, -15, 0.9, 15, -0.9, 1.8, 9, 4, 7, 0.1, -7
O=C(CCc1nc2cccnc2n1Cc1ccccc1)NCCc1ccc(Cl)cc1
 : -4, 0, -0.6, -28, 1.5, 3.6, 0, -9, -18, 2.1, -3
CSc1cccc(NC(=S)N(Cc2ccc(C)cc2)Cc2cccnc2)c1
 : -12, 0, -3.4, -55, 1.7, -1.5, 2, -8, 3, -0.2, -1
O=C(C/C=N/OCc1ccc(Cl)cc1Cl)c1ccccc1
 : -17, -16, 0.7, -1, -2.2, 1.6, -1, 11, 20, 4.1, -2
O=C(Nc1ccc(N2CCN(C(=O)c3ccc(Cl)cc3)CC2)cc1)c1cc2ccccc2o1
 : 10, -3, 0.0, ., 1.6, 3.0, 1, -9, -3, 1.9, 7
COc1ccccc1N1CC(C)(C)C(=O)N(C(=O)c2ccc(Cl)cc2)C1=S
 : -10, -10, -0.3, -19, -1.6, -0.1, 1, 8, 10, 2.6, -10
Cc1cnc(C(=O)OCC(=O)Nc2cc(-c3ccccc3)nn2-c2ccccc2)cn1
 : 17, 11, 1.4, -31, -1.0, 1.9, -6, 5, -2, -0.4, -1
CCOCCCNc1nc2c(-c3ccccc3)nnn2c2ccccc12
 : 49, -5, -0.5, -14, -2.1, 1.4, -5, 13, 1, 2.1, -8
Cc1ccc(C)c(N(CC(=O)NC2CCCC2)S(=O)(=O)c2ccccc2)c1
 : -1, 7, 0.3, 0, -0.4, 2.3, 1, 2, -8, 1.0, 2
O=[N+]([O-])c1ccc(/C=N/Nc2cc(Cl)nc(-c3ccccc3)n2)cc1
 : -3, 2, -3.5, -42, -0.7, 2.1, 14, 4, 2, 1.4, 1
CCc1ccccc1NC(=O)c1cnccn1
 : ., -3, ., ., -1.6, ., -7, 9, -20, 1.2, 5
CCC(=O)N1N=C(c2cccs2)CC1c1ccc(C)cc1 (stereo not given)
 : 36, 11, 0.2, 12, 1.2, -1.4, 4, -6, 8, 0.4, -4
CC(OC(=O)Cn1cnc2c1c(=O)n(C)c(=O)n2C)C(=O)NCc1ccccc1 (stereo not given)
 : 1, -4, -2.9, ., -1.0, 0.8, -2, 5, 6, 2.5, -5
CCOC(=O)C1CCCCN1Cc1ccc(C(F)(F)F)cc1 (stereo not given)
 : 4, 0, 0.8, 9, 3.7, -1.2, -2, -20, -9, -2.4, 0
O=C(NN1C(=O)C2C3C=CC([C@H]4CC34)[C@@H]2C1=O)c1ccc(Br)cc1 (stereo not given in full)
 : 13, -3, 0.8, 3, -3.4, 2.1, 9, 17, 4, 2.2, -3
CCc1cccc(NC(=O)c2cnn(-c3ccccc3)c2C)c1
 : -37, -2, 0.5, 24, -1.1, 5.8, -3, 5, -6, 0.9, -1
CCCn1c(SCC(=O)Nc2nnc(-c3ccccc3)s2)nnc1-c1ccccn1
 : 174, -7, -1.9, 24, 2.5, -2.0, -1, -15, -4, -1.2, -6
Cn1cccc1/C=C1\SC(=O)N(c2ccc(O)cc2)C1=O
 : 14, -2, 1.2, -2, 0.6, 1.4, -3, -3, -15, 0.9, 6
COc1ccc(/C=N/NC(C)(C)C)c(OC)c1
 : 257, 1, -1.2, 12, -1.0, -1.9, -6, 5, 30, 1.2, -3
Cc1nc2scc(C)n2c(=O)c1S(=O)(=O)NCc1ccccc1Cl
 : -4, -1, -2.1, 2, -2.9, 2.6, -3, 15, 4, 1.0, 5
O=C(CNC(=O)c1ccc(Cl)cc1)NCC(F)(F)F
 : 9, -4, 0.7, 15, -1.9, 2.0, -3, 10, -11, -0.2, -4
CCOc1cc(/C=N/O)ccc1OCc1ccc([N+](=O)[O-])cc1
 : 19, -1, 1.2, -7, -3.6, 2.1, -2, 19, 14, 3.5, -3
COc1ccccc1CNC(=O)C1CCN(c2nc3ccccc3o2)CC1
 : -15, -8, -0.5, 19, -0.8, 1.9, -2, 4, -48, -0.2, -15
CCCn1c(N2CCN(C(=O)Nc3ccccc3)CC2)nc2ccccc21
 : -5, -4, 1.6, -11, 1.8, 2.4, 6, -10, 17, 5.6, 1
CC1=CC=CC2=NC(=O)CC(C)(C(=O)N(CC(=O)NC(C)C)C3CCCC3)N12 (stereo not given)
 : 10, -5, 0.3, 6, -2.2, 1.6, -4, 12, 13, ., -5
CCN1C(=O)CSC1=NC12CC3CC(CC(C3)C1)C2
 : 12, -4, -0.1, 21, 6.3, 1.5, 0, -36, -28, 1.9, -6
CC1Cc2ccccc2N1C(=O)COC(=O)CSc1ccc(F)cc1 (stereo not given)
 : 6, -14, 0.1, 7, -1.1, 1.9, 2, 7, -3, 2.1, -1
CC(C)N(Cc1ccccc1)C(=O)CCc1ccccc1
 : 36, -4, -1.8, -37, -1.1, 2.1, 1, 6, 7, -1.6, -22
COC(=O)C1(C)NC(c2ccc(F)cc2)C2C(=O)N(c3ccc(C)cc3)C(=O)C21 (stereo not given)
 : -13, 1, -0.3, -3, -1.6, 1.0, -1, 8, 0, 0.5, -2
CSc1ccccc1C(=O)C1CCCN(C(=O)c2ccc(N3CCOCC3)cc2)C1 (stereo not given)
 : 28, 13, 1.4, -3, 1.0, 1.5, 2, -5, 16, 3.5, 2
O=C(NC1CCN(C(=O)NC2CCCCC2)CC1)c1ccco1
 : -2, -3, 0.9, -10, -3.4, 0.6, 4, 21, -7, 2.2, -4
CCCCc1c(C)nc2ccccc2c1SCCC#N
 : 18, -14, -1.7, 15, -1.3, 0.0, 15, 9, -27, 0.7, -8
CCc1c(C)nc(SCC(=O)c2cccs2)c(C#N)c1C
 : 472, -3, -1.4, 16, 5.5, -0.2, -5, -32, 4, 1.6, -9
CCCc1cc(=O)oc2cc(C)cc(OCC(=O)NC(Cc3c[nH]c4ccc(O)cc34)C(=O)O)c12 (stereo not given)
 : -1, -15, 2.2, -15, -0.7, 2.2, -2, 4, 17, 3.2, -15
CCSC1=N/C(=C\c2ccc(OC)cc2)C(=O)N1
 : 6, 1, -0.3, 0, -0.6, 1.3, 0, 4, 13, 1.8, 1
CN(C)c1ccc(P(=O)(OC2CCCCC2)C(O)c2cccnc2)cc1 (stereo not given)
 : -5, -4, 0.9, -34, -2.2, 2.8, 3, 11, 12, 1.6, -1
O=C(CSc1nc2ccccc2n1CCc1ccccc1)NC1CCS(=O)(=O)C1 (stereo not given)
 : 5, -6, 0.9, 12, -0.7, -0.9, -5, 4, 19, -0.5, -3
O=C(N/N=C/c1ccc2c(c1)OCO2)/C(=C/c1ccc2c(c1)OCO2)NC(=O)c1ccccc1
 : 2, 8, 1.9, -7, 0.0, 0.4, 12, 0, 5, 2.0, -10
Nc1c(Cl)c(Cl)nc(C(=O)OCC(=O)NCc2ccccc2)c1Cl
 : -8, -1, 1.2, ., -4.5, 1.8, -1, 18, -4, -0.1, -11
O=c1cc2c(nn1Cc1cccc(Cl)c1)-c1ccccc1CC2
 : -15, -4, 0.0, -3, 4.3, 2.4, 9, -22, -17, 4.8, -4

# Source: PubChem
